JMJD2E inh = blocks human JMJD2E demethylase activity. AID 2147. B2RXH2. Potency, µM (series often up to 57.1 µM), for inactives: at the highest dose activity change, negative = inhibition, actives largely listed as inhibitors. JMJD2E catalytic domain, FDH-coupled NADH fluorescence (FDH is formaldehyde dehydrogenase). 230,000 tested, 1.6% active; active = well fitted inhibition curve with a large enough effect, not every such curve was filed as active; inconclusive = small, poorly fitted or top-dose-only effect, or another doubt; inactive = no such curve, though single readings can be large or run the other way;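 note: 0% = wells with enzyme and -100% = buffer wells without enzyme; nearly all actives have a fitted effect of over 50% in size; many of its hits are not listed in these tables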
Target sequence (B2RXH2 1-337 limits assumed): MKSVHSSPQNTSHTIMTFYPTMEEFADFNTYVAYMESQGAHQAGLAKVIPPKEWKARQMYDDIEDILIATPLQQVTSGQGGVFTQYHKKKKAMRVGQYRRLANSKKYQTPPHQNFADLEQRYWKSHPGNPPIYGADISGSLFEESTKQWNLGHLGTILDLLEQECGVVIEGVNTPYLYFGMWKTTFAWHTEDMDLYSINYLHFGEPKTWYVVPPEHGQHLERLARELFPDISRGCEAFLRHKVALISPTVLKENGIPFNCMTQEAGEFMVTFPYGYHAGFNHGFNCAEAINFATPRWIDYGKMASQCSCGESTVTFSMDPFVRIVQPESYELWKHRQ
HTT aggregate = mutant huntingtin aggregation inhibition; PC12 HttQ103-GFP aggregates, Acumen cytometry, 40 h; Potency, µM (series often up to 46.1 µM), without a hit: at the highest dose activity change, negative = inhibition, hits mostly inhibitors; 220,000 tested, 1.1% active; AID 1688; note: % is set by controls: 0 for no effect and ±100 for the full control effect; nearly all actives have a fitted effect of over 60% in size
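Huntingtin Q103 exon 1–GFP aggregates in induced PC12 cells (100 nM tebufenozide) were quantified by cytometry from lysates, with compounds dosed in titration.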
ALDH1A1 block = inhibitors of human aldehyde dehydrogenase 1A1 | 220,000 tested, 7.3% active | P00352 | Potency, µM (top dose mostly 75.3 µM), for the others: at the highest dose activity, negative = inhibition, actives largely listed as inhibitors | Purified ALDH1A1, NADH fluorescence, propionaldehyde substrate; active = well fitted inhibition curve with a large enough effect, not every such curve was filed as active; inconclusive = small, poorly fitted or top-dose-only effect, or another doubt; inactive = no such curve, though single readings can be large or run the other way;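 note: plate controls were no enzyme wells and a reference inhibitor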
Target sequence (P00352 whole entry, looked up): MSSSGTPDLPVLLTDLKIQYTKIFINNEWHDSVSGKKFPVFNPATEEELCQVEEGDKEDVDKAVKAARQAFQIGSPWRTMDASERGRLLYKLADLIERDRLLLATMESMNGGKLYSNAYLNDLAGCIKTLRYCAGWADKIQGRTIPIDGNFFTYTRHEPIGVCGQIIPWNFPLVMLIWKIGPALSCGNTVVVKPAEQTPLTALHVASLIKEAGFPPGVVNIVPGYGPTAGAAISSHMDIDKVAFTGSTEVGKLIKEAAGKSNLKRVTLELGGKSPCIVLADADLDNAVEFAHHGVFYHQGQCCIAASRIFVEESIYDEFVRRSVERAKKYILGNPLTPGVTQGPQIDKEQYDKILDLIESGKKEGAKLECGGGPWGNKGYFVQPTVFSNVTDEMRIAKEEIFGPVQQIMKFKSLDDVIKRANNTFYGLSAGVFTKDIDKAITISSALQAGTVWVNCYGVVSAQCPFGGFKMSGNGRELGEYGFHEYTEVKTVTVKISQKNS
HTT cytoprotect = protects HTT-Q103 PC12 cells, measured by ATP; PC12 HTT-Q103 induced, cytoprotection, ATP luminescence, 40 h; Potency, µM (top dose mostly 56.4 µM), for the others: cytoprotection (ATP increase), actives largely listed as activators; 230,000 tested, 0.14% active; AID 1471;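 note: % of control where 0% means no effect; nearly all actives have a fitted effect of over 45% in size; toxic huntingtin expression switched on by the ecdysone agonist tebufenozide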
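Compounds were screened for protection of PC12 cells against cell death after tebufenozide induction (100 nM final) of mutant Huntingtin exon 1 (Q103) fused to GFP.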
Tau fibril ThT = tau fibrillization inhibition (ThT binding); P10636; recombinant tau K18 P301L, heparin-induced fibrillization, ThT fluorescence; Potency, µM (titrated, usually from 57.4 µM), for the others: at the highest dose activity, negative = inhibition, hits mostly inhibitors; 270,000 tested, 2.1% active; note: % is set by controls: 0 for no effect and ±100 for the full control effect; nearly all actives have a fitted effect of over 55% in size
Target sequence (P10636 561-689 P618L limits assumed): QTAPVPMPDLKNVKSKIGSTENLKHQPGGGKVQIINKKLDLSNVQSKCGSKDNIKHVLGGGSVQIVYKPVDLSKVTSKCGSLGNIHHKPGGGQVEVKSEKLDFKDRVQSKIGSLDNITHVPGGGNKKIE
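Heparin-induced (20 uM) aggregation of recombinant human K18 P301L tau, 15 uM unlabeled with 0.24 uM labeled, pH 7 acetate buffer, 6 hr at 37 C with compound. Fibrils quantified by 30 uM ThT fluorescence after 1 hr ambient incubation.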
Tau fibril FP = tau fibrillization inhibition (FP) | 280,000 tested, 0.39% active | P10636 | K18 P301L tau heparin fibrillization, Alexa594 FP, 6 h | Potency, µM (highest dose often 57.7 µM), for inactives: at the top dose activity, negative = inhibition, most hits filed as inhibitors; note: % is set by controls: 0 for no effect and ±100 for the full control effect; nearly all actives have a fitted effect of over 55% in size
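Heparin (20 uM) drove fibril formation of recombinant tau K18 P301L, 15 uM unlabeled with 0.24 uM Alexa 594 label, for 6 hr at 37 C in 100 mM sodium acetate pH 7. Fluorescence polarization (555/632 nm) read 1 hr after 30 uM ThT.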
SMN2 splice up = increases expression of the SMN2 splice variant; Potency, µM (doses to about 46.1 µM), for the others: at the top dose activity change, positive = activation, usual class: activators; 210,000 tested, 2.8% active; HEK293 SMN2-luciferase splicing reporter, luminescence, 30-36 h; note: % of control where 0% means no effect; nearly all actives have a fitted effect of over 55% in size
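HEK293 cells carry an SMN2 minigene-luciferase reporter in which exon 7 inclusion puts luciferase in frame. Cells were seeded at 2000 cells/well, attached for 10-12 hours, then exposed to compounds for 30-36 hours at 37C before ONE-Glo luminescence.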
Tau fluor counter = counter-screen for tau fibril formation inhibitors; tau K18 P301L (four-repeat tau fragment) Alexa594 fluorescence, heparin fibrillization; Potency, µM (top dose mostly 57.7 µM), for the others: top-dose activity change, negative = decrease; 280,000 tested, 0.93% active; AID 1463; note: % is set by controls: 0 for no effect and ±100 for the full control effect; nearly all actives have a fitted effect of over 55% in size
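Human K18 P301L tau (15 uM unlabeled plus 0.24 uM Alexa 594-labeled, final) in 100 mM sodium acetate pH 7 was mixed with compound and 20 uM heparin and incubated 6 hr at 37 C.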
* marks the source's active call; other numbers are inactive results; ? = inconclusive; . = not tested or not shown; [ ] = dose if it differs, or a comment. Unless noted, calls come from the whole dose curve; as a rule, active = well fitted curve in the direction sought with a large enough effect; inconclusive = small, poorly fitted or top-dose-only effect, or another doubt; inactive = no such curve, though single readings can be large; an effect the other way counts as inactive or inconclusive. Potency is the fitted concentration of half-maximal effect.

Molecule,JMJD2E inh,HTT aggregate,ALDH1A1 block,HTT cytoprotect,Tau fibril ThT,Tau fibril FP,SMN2 splice up,Tau fluor counter
C=COCCNC(=O)C1CC(=O)N(c2ccc(C)cc2)C1 (stereo not given),-1.1%,-17.1%,-10.3%,8.2%,-11.6%,3.9%,27.8%,-4.2%
Cc1ccc(S(=O)(=O)N2CCC(C(=O)OCC(=O)N3CCc4ccccc43)CC2)cc1,-1.7%,-9.2%,3.9%,-12.8%,-8.6%,-0.1%,-9.3%,-14.5%
Cc1ccc2[nH]c(=O)c(CN(Cc3cccs3)C(=S)NCc3ccco3)cc2c1,5.3%,-9.7%,?,-10.4%[1.9 µM],-7.2%,-13.6%,-13.4%,-26.6%
CN(C)/C=N/c1[nH]ncc1C#N,-2.7%,13.6%,-0.5%,-8.7%[10 µM],-2.6%,1.2%,4.9%,3.4%
O=C(COC(=O)c1ccccn1)Nc1ncc(C(F)(F)F)cc1Cl,-29.0%,-6.4%,?,-24.7%[10 µM],-8.9%,4.4%,-42.4%,1.0%
CCc1ccc(S(=O)(=O)c2nnn3c2nc(N2CCC(C(N)=O)CC2)c2cc(Cl)ccc23)cc1,.,.,.,.,?,1.1%,2.1%,-25.1%
[O-][n+]1c2c(nn1-c1ccccc1Cl)-c1nonc1CC2,-1.8%,-6.5%,0.2%,-5.9%[10 µM],5.4%,3.2%,0.3%,10.8%
COc1cc(CNCc2cccs2)ccc1OCC(=O)NC(C)(C)C,11.7%,-1.7%,2.4%,-3.6%,0.5%,-0.4%,-12.7%,-8.0%
O=C1NC(=O)/C(=C\c2ccc(Oc3cnccn3)cc2)S1,-2.6%,-0.7%,-6.1%,.,6.5%,4.4%,?,6.7%
Cc1cccc(Nc2nc(N)nc(CN3CCN(Cc4ccc5c(c4)OCO5)CC3)n2)c1,-1.6%,21.6%,14.1µM*,-28.9%[0.074 µM],-5.7%,-6.4%,11.8%,-7.0%
O=C(NC1CCCCC1)c1ccc(CNc2nc(=S)[nH]c3ccccc23)cc1,6.5%,-4.6%,4.8%,10.7%,-11.0%,-14.2%,3.1%,-5.1%
COCCSc1ccccc1C(=O)N1CCN(Cc2ccc3c(c2)OCO3)CC1,-4.6%,-19.1%,-2.5%,-2.3%,-4.9%,4.5%,6.2%,-0.7%
CCOC(=O)Nc1ccc(S(=O)(=O)Nn2cnnc2)cc1,-0.7%,0.9%,?,12.4%,1.3%,-3.2%,.,-8.6%
CN(c1cccc(NC(=O)Nc2cccc(Cl)c2)c1)S(C)(=O)=O,-1.3%,-17.8%,6.4%,-31.4%,-6.0%,?,-30.3%,?
COc1ccc(NC(=O)c2ccc(-n3nc(C)c[n+]3[O-])cc2)cc1,-4.0%,-5.5%,-8.6%,-5.5%,-11.7%,2.6%,4.7%,2.9%
COC(=O)CNC(=O)CN1C(=O)N(c2ccccc2)C(N(O)C(=O)Nc2ccccc2)C1(C)C (stereo not given),1.7%,12.6%,?,3.7%,2.9%,-0.6%,16.9%,-7.4%
NC1=NS(=O)(=O)NC1c1cccc(Cl)c1 (stereo not given),6.4%,-0.8%,9.0%,-5.6%,5.7%,-5.4%,6.1%,0.9%
COc1ccccc1NCC(O)COc1ccc(C(C)(C)C)cc1 (stereo not given),?,-6.3%,?,0.1%[10 µM],?,?,10.8%,?
Cc1cccc(OCC(O)CN2CCN(C3CCCCC3)CC2)c1 (stereo not given),4.2%,19.2%,14.9%,4.4%,-0.1%,3.5%,0.9%,6.7%
COC(=O)[C@@]1(Cc2ccccc2)[C@H]2c3cc(C(=O)N(C)C)n(C[C@H](O)CO)c3C[C@H]2CN1C(=O)c1ccccc1,?,.,-1.8%,-7.2%,-2.9%,2.5%,-3.1%,-0.2%
O=C(O)C1CCN(S(=O)(=O)c2ccc(Oc3ccccc3)cc2)CC1,5.5%,-18.4%,22.1%,-6.2%,-9.0%,2.3%,-39.8%[inhibitor],-10.2%
Cc1ccc(CONC(=O)c2ccc(OC(F)F)cc2)cc1,5.3%,11.3%,7.4%,1.6%,-17.1%,0.6%,25.8%,-10.8%
CSc1nc(SCCN(C)C)c2c3c(sc2n1)COC(C)(C)C3,?,12.6%[9.22 µM],-7.5%,7.4%[10 µM],-8.3%,-3.3%,.,-8.6%
CCOc1ccc2c(c1)-c1c(ssc1=S)C(C)(C)N2C(=O)c1ccco1,-6.1%,1.8%,?,.,?,-7.8%,-40.1%[inhibitor],?
Cc1cc(N2CCN(c3cccc(C)c3C)CC2)n2nc(C)c(-c3ccc(Cl)cc3)c2n1,.,.,.,.,-11.3%,0.5%,5.3%,-13.9%
CC(C)c1ccc(CNC(=O)C(=O)NCC2CCCO2)cc1 (stereo not given),1.9%,-13.8%,1.6%,-24.9%,-2.8%,-1.7%,13.8%,-2.9%
COCc1c(N)c(C)nc(Cl)c1C#N,?,2.0%[9.22 µM],-6.5%,15.7%[10 µM],?,13.3%,.,-58.5%
CCC(C)(C)NC(=O)CN(C(=O)CCC(=O)Nc1cc(C)ccn1)c1ccc2c(c1)OCO2,1.4%,-7.3%,-5.1%,4.8%,-14.1%,1.0%,5.7%,-9.5%
CN(CCCNC(=O)c1ccc(/C=N/O)nc1)CCCN(C)Cc1ccccc1,0.0%,7.7%,-0.8%,2.9%,-8.1%,-4.6%,6.3%,-12.1%
C=C(C)C(=O)Nc1cccc(C2=NOC3(C2)C[C@@H](C(N)=O)N(C(=O)CC(c2ccccc2)c2ccccc2)C3)c1 (stereo not given in full),-22.3%,?,.,3.6%[10 µM],-7.6%,-5.8%,.,-7.4%
Cn1c(COc2ccc(Cl)cc2)nc2ccccc2c1=O,?,-10.3%,-3.6%,-3.9%,-15.0%,7.8%,-13.4%,-19.6%
Cc1ccc(Sc2c(C)nn(C(=O)c3ccc(Br)cc3)c2C)cc1,.,.,.,.,-15.0%,0.6%,-2.1%,-7.7%
CC1(C)C(=O)NC2=C1C(=O)C(=O)c1ccccc12,?,.,28.2µM*,-82.8%[inhibitor],17.8µM*,?,.,-28.2%
CC(=O)N1CCN(CCN=CC2=C(O)CC(c3cccs3)CC2=O)CC1 (stereo not given),-0.1%,-8.9%,-7.3%,2.5%,-6.4%,-6.7%,-11.6%,-4.0%
O=C(COC(=O)Cn1cnc2ccccc21)NCCCc1ccccc1,5.9%,9.3%,7.9%,8.1%[10 µM],0.6%,-1.0%,4.9%,5.8%
COc1ccc(-c2ccc(S(=O)(=O)N3CCCC3)cc2)cc1,?,-7.9%,?,-8.5%,2.7%,-1.2%,-21.7%,-12.2%
O=C(Nc1ccccc1-c1ccccc1NC(=O)c1ccco1)c1ccco1,-0.9%,-1.9%,-7.3%,7.9%[10 µM],-1.7%,8.6%,15.1%,1.2%
Cc1[nH]c2ccccc2c1/C=C(\C#N)C(=O)NCC1CCCO1 (stereo not given),-7.2%,13.6%[9.22 µM],-17.7%,13.1%[10 µM],-15.9%,4.1%,.,-19.9%
COc1ccccc1N(CC(=O)NCc1ccc(F)cc1)C(=O)CCC(=O)Nc1ccccn1,-0.2%,-6.9%[9.22 µM],2.7%,6.4%[10 µM],3.1%,1.1%,.,7.0%
CC(Oc1cc(Cl)ccc1Cl)C(=O)N/N=C\c1ccnn1C (stereo not given),-6.0%,-3.2%,14.6%,.,-0.5%,0.7%,-21.1%,-3.4%

Whole records, looked up by structure. Values in the order: JMJD2E inh, HTT aggregate, ALDH1A1 block, HTT cytoprotect, Tau fibril ThT, Tau fibril FP, SMN2 splice up, Tau fluor counter
Listed for O=C(O)C1CCN(S(=O)(=O)c2ccc(Oc3ccccc3)cc2)CC1 = 5.5%, -18.4%, 22.1%, -6.2%, -9.0%, 2.3%, -39.8%[inhibitor], -10.2%
Listed for O=C(Nc1ccccc1-c1ccccc1NC(=O)c1ccco1)c1ccco1 = -0.9%, -1.9%, -7.3%, 7.9%[10 µM], -1.7%, 8.6%, 15.1%, 1.2%

The listing continues.
Molecule,JMJD2E inh,HTT aggregate,ALDH1A1 block,HTT cytoprotect,Tau fibril ThT,Tau fibril FP,SMN2 splice up,Tau fluor counter
COc1cccc(NC(=O)Cn2c(CCC(=O)O)ccc2-c2ccc(C)cc2)c1,?,3.4%,1.8%,-1.4%,-13.2%,-3.0%,-4.0%,-17.6%
COC(=O)Cc1c(C)nc2nc(Cc3ccccc3)[nH]n2c1=O,6.8%,-28.3%,6.3%,1.9%,2.0%,1.1%,15.6%,4.3%
COc1cccc(C(=O)N(Cc2ccc3c(c2)OCO3)Cc2nc3ccccc3c(=O)[nH]2)c1,1.5%,0.8%,?,-12.2%,-11.1%,-0.8%,-7.1%,-13.0%
Cc1oc(/N=C/c2ccc(Cl)cc2Cl)c(C#N)c1C,-1.7%,3.9%,8.1%,-4.3%,?,?,-12.0%,-22.1%
Cc1nc(N2CCc3ccccc3C2)[nH]c(=O)c1Cc1ccccc1,-6.1%,-3.4%[9.22 µM],-7.8%,-3.9%[10 µM],3.9%,3.0%,.,0.6%
O=C1C(C=NCc2cccnc2)=C(O)c2ccccc21,-6.3%,5.9%,-16.1%,-9.2%[10 µM],-12.4%,1.0%,.,-4.3%
Cc1cccc(NC(=O)CN2C(=O)C(c3ccccc3)=NC23CCC(C)CC3)c1 (stereo not given),.,.,.,.,-6.1%,?,-9.5%,-22.7%
N#Cc1ccccc1NC1=CC(=O)CCC1,-2.5%,-4.1%,8.9%,-9.9%,1.8%,6.4%,-2.8%,4.2%
O=C(O)CC1NCCc2ccccc21 (stereo not given),-2.6%,6.0%[9.22 µM],.,18.4%[10 µM],-3.8%,5.5%,.,-0.1%
CCCCCn1c(Br)nc2c1c(=O)n(CC(N)=O)c(=O)n2C,-2.0%,-3.2%,9.1%,-34.4%,1.8%,-4.0%,-23.4%,-3.4%
COc1ccc(-c2csc(NC(=S)NC(=O)/C=C/c3ccco3)n2)cc1Br,-1.4%,-17.8%[9.22 µM],5.6%,-51.2%[inhibitor][10 µM],?,-6.3%,.,-24.9%
N#Cc1c(-c2ccccc2)nc2n(-c3ccccc3)nc(C(=O)Nc3ccccc3)n2c1=O,?,1.8%,-12.3%,-19.1%,2.6%,-5.2%,-17.6%,-11.4%

A portion of the library; the hit share may differ from the screen's.
